Ecoli WT growth = growth inhibitors of wild type E. coli, primary screen, strain BW25113 wild type, absorbance readout. E. coli BW25113 growth inhibition, OD600. inhibition, % at 10 µM. 20,000 compounds, 0.05% hits; in the data active = inhibition above about 40%;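 note: bacteria exposed to compound for 20 hours at 37 °C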
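assay system = bacterial strain in a whole-cell growth screen | quantity = inoculum from a 1:1000 dilution of a 1.5 h subculture | buffer or medium = LB broth with 50 µg/mL kanamycin | compound dosing = one dose, 10 µM final | schedule = compound exposure of 20 h at 37 °C | technique = absorbance at 615 nm as a measure of bacterial growth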
The depositor's hits bear a star. This is a subset; rates above refer to the full screens.

Molecule,Ecoli WT growth
CSc1ccc(S(=O)(=O)Nc2ccc(N3CCOCC3)c(Cl)c2)cc1,-16
Cc1ccc(Cn2ccc(NC(=O)c3nc4ncccn4n3)n2)cc1,-13
CCOc1ncccc1C(=O)Nc1ccc2c(C)cc(=O)oc2c1,-1
CCOc1cc(C)c(C(C)C)cc1S(=O)(=O)n1ccc(C)n1,-16
O=C(Nc1ncnc2sc3c(c12)CCCCC3)c1ccco1,-4
CNc1nc(SC)nc(N2CCOCC2)n1,4
Cc1cc(C(=O)Nc2cccnc2)no1,-6
CCN(CC(=O)NCc1ccccn1)S(=O)(=O)c1ccc(Cl)cc1,-27
COC(=O)c1ccc(COc2ccc(C3C4=C(CCCC4=O)Nc4onc(C)c43)cc2)cc1 (stereo not drawn),-3
CC1CCCCC1NC(=O)CSc1nnc(N)s1 (stereo not drawn),5
Cc1cccc(NC(=O)CN2C(=O)COc3ccc(Cl)cc32)c1,-19
O=C(CSc1cccc2cccnc12)N1CCCC1,-16
COC(=O)c1ccc(C2NC(C(=O)O)CS2)cc1 (stereo not drawn),16
CC(Oc1ccc(Cl)cc1Cl)C(=O)Nc1ncccn1 (stereo not drawn),12
CCOC(=O)N1CCN(c2c(NCC3CCN(Cc4cccc(C)c4)CC3)c(=O)c2=O)CC1,0
COCCN(CC(=O)NC1CCCCC1)C(=O)CSc1nc2ccccc2o1,3
CCC(=O)c1ccc(OCC(=O)N2CCc3cc(OC)c(OC)cc3C2)cc1,18
CC(C)CC(c1nnnn1C1CCCC1)N1CCN(c2ccccc2F)CC1 (stereo not drawn),9
CC(=NCc1ccc2c(c1)OCO2)C1=C(O)c2ccccc2C1=O,6
CC1(C)CC(CC(=O)Nc2ccccn2)C(=O)O1 (stereo not drawn),3
CC(C)[C@H](NC(=O)NCc1ccc(Cl)cc1)C(=O)O,1
COC(=O)c1ccc(COc2cccc(OC)c2)o1,-29
O=C(Nc1ccc(Cl)cn1)c1cnn2cccnc12,-19
Cc1noc(C)c1C(=O)Nc1sc(C)c(C)c1C#N,-2
COC(=O)C1=C(C)Nc2ncnn2C1c1ccco1 (stereo not drawn),-13
CCC(C(=O)OCC(=O)Nc1c(C)n(C)n(-c2ccccc2)c1=O)c1ccccc1 (stereo not drawn),-1
CCCC(=O)Nc1nc2ccc(NC(=O)c3ccc(Br)o3)cc2s1,-15
CCOC(=O)c1cc(C)n(CCCN2CCOCC2)c1C,-1
O=C(NC1CCCCCC1)c1c(F)c(F)c(F)c(F)c1F,-3
COc1ccc(-c2noc(CSc3nc(N)c(-c4ccccc4)c(=O)[nH]3)n2)cc1,-20
CCN1CCc2c(C#N)c(N3CCOCC3)nc(NCc3ccccc3)c2C1,-3
NC(=O)C1CCN(C(=S)c2cccs2)CC1,-7
O=C(O)Cn1cc(C(=O)c2cccs2)c2ccccc21,-9
CCOC(=O)Cc1nnc(NC(=O)C(CC)Sc2nnc3c4ccccc4n(C)c3n2)s1 (stereo not drawn),-18
COC(=O)c1ccc(NC(=O)c2ccccc2NS(C)(=O)=O)cc1,-21
CCOC(=O)C1CCN(c2c(NC3CCCc4ccccc43)c(=O)c2=O)CC1 (stereo not drawn),4
COc1cc(OC)c(C2C(C(=O)N3CCOCC3)=C(C)NC3=C2C(=O)CC(C)(C)C3)cc1OC (stereo not drawn),-19
CC(NC(=O)C1CCC1)c1ccc(Cl)cc1 (stereo not drawn),-21
CCSc1sccc1C1C(C#N)=C(N)N(c2cccnc2)C2=C1C(=O)CCC2 (stereo not drawn),-14
O=C(Nc1ccc(S(=O)(=O)C(F)F)cc1)c1cccc(S(=O)(=O)N2CCOCC2)c1,-20
COc1ccc(CCNC(=O)c2ccncc2)cc1OC,6
Cc1ccc(NC(=O)N2CCC(c3nc4c(nnn4Cc4cccc(Cl)c4)c(=O)[nH]3)CC2)cc1,-3
CC(=O)c1cccc(NC(=O)C2CCCN(S(C)(=O)=O)C2)c1 (stereo not drawn),-14
O=C(NCc1ccco1)c1cc2ccc(O)cc2oc1=O,-19
CCOC(=O)c1ccc(N2C(=O)CC(N(C)CCc3ccc(OC)c(OC)c3)C2=O)cc1 (stereo not drawn),-5
COc1ccc(OC)c(S(=O)(=O)N2CCC(C(=O)NCCC3=CCCCC3)CC2)c1,-8
CC(=O)NCC1=C(NC(C)=O)C2CC1C(C)(C)C2C (stereo not drawn),0
CCCn1c(NCc2ccc3c(c2)OCO3)nc2ccccc21,-5
CC(=O)c1ccc(NC(=O)CSCCO)cc1,-18
C/C=C/c1ccc(OCCCNCC(C)O)c(OC)c1 (stereo not drawn),-23

4 of the compounds above, with each value named:
Cc1ccc(NC(=O)N2CCC(c3nc4c(nnn4Cc4cccc(Cl)c4)c(=O)[nH]3)CC2)cc1
  Ecoli WT growth = -3
CC(=O)c1cccc(NC(=O)C2CCCN(S(C)(=O)=O)C2)c1 (stereo not drawn)
  Ecoli WT growth = -14
O=C(NCc1ccco1)c1cc2ccc(O)cc2oc1=O
  Ecoli WT growth = -19
CCOC(=O)c1ccc(N2C(=O)CC(N(C)CCc3ccc(OC)c(OC)c3)C2=O)cc1 (stereo not drawn)
  Ecoli WT growth = -5

The listing continues.
Molecule,Ecoli WT growth
COc1ccc(S(=O)(=O)Nc2ccc(S(=O)(=O)Nc3nc(C)cc(C)n3)cc2)cc1OC,-20
COCc1cc(C)nc(SCC(=O)Nc2ccc3c(c2)OCO3)c1C#N,-12
CC(=O)NCC(=O)N(Cc1ccco1)C1(C(=O)NC2CCCCC2)CCCCC1,-1
Cc1cccc(-c2cc3nc(C)cc(NCCCN(C)C)n3n2)c1,8
COc1cc(OC)cc(-c2nc(N)n[nH]2)c1,-2
COc1ccccc1-c1ccc(Nc2cccc(C(C)=O)c2)nn1,9
CN(C1CCCCC1)S(=O)(=O)c1ccc(NC(=O)C2CCCCC2C(=O)O)cc1 (stereo not drawn),-16
Cc1cc(NC(=O)Cn2nc(C(F)(F)F)c3c2CCC3)no1,-17
C=CCc1cccc(CNc2nc3ccccc3n2CCC)c1O,-16
O=C(CN1C(=O)c2ccccc2S1(=O)=O)N1CCc2ccccc21,-19
O=C(NCc1cccnc1)/C(=N\O)c1ccccc1,1
COc1ccc(-c2cc(C(F)(F)F)nc(SCCC(=O)N3CCOCC3)n2)cc1,9
O=C(O)CCC(NC(=O)OCc1ccccc1)C(=O)O (stereo not drawn),-15
CC1=Nn2c(nnc2-c2ccccn2)SC1,-4
C=CCn1c(SCc2ccc(C#N)cc2)nnc1-c1cccc(Cl)c1,-2
CS(=O)(=O)N(CC(=O)NC1CCCC1)c1ccc2c(c1)OCCO2,-6
CCOc1cc(C2C(C(=O)OC(C)C)=C(C)N=C3SCCC(=O)N32)ccc1OC(C)=O (stereo not drawn),6
O=C(CSc1nc(-c2ccco2)cc(C(F)(F)F)n1)NCc1cccs1,-21
O=S(=O)(c1ccc(Br)c2nsnc12)N1CCOCC1,-20
Cc1ccc(S(=O)(=O)c2cc3c(=O)n4ccccc4nc3n(CC3CCCO3)c2=N)cc1 (stereo not drawn),-16
CCN=C1SC(CC(=O)NC2CCCCC2)C(=O)N1CC (stereo not drawn),-29
C=CCc1cc(OC)ccc1OCCON1C(=O)CCC1=O,-14
Cc1ccc(OCC(=O)N2CCN(C3=NS(=O)(=O)c4ccccc43)CC2)cc1,-23
CCCc1cc(C(=O)N2CCN(c3ccccc3C)CC2)cs1,-16
Cc1cc(C)c(-c2cc(C(F)(F)F)no2)c(=O)[nH]1,5
O=C(CN1C(=O)c2ccccc2S1(=O)=O)N1CCc2ccccc2C1,-6
COc1ccc(Nc2nc(Nc3ccc(OC)cc3)nc(-n3[nH]c(=O)c(C)c3C)n2)cc1,1
COc1ccc(F)cc1S(=O)(=O)N1CCC(C(N)=O)CC1,-15
c1ccc(OCc2nc3ccccc3[nH]2)cc1,2
COCCn1c(C)cc(C(=O)CSc2nc(C)cc(C)c2C#N)c1C,-21
COc1ccc(NC(=O)C=C(C)C)cc1Cl,-20
NC(=O)CSc1nnc(-c2ccc(O)cc2)n1Cc1ccco1,-1
COC(=O)c1nc(-c2ccccc2)oc1N(C)C,-21
CCN(c1ccccc1)S(=O)(=O)c1ccc(F)cc1,-13
O=C1CC(C(=O)Nc2ccc(O)c(C(=O)O)c2)C(c2ccccc2)O1 (stereo not drawn),-11
CCCCCC(=O)Nc1ccc(N2CCN(C(=O)CCC)CC2)cc1,-22
O=C(NCc1ccc(N2CCCC2=O)cc1)Nc1ccccc1,-16
CC(=O)SCCC(=O)Nc1ccccc1,5
Brc1ccc(C2=Nn3c(nnc3-c3ccncc3)SC2)cc1,-6
O=C(CSCc1cccs1)N1CCCC1,12
COc1ccccc1CC(=O)Nc1ccc(O)cc1C(=O)O,-1
COc1ccccc1NC(=O)Nc1c(C)n(C)n(-c2ccccc2)c1=O,-8
C/C=C/c1ccc(OCCCN2C(=O)NC(C)(C)C2=O)c(OC)c1,0
CCOC(=O)c1cnn(-c2cc(C)nc3c(-c4ccccc4)c(C)nn23)c1N,0
Cc1ccc(/C=c2\s/c(=C(/C#N)C(=O)N3CCCC3)n(Cc3ccco3)c2=O)s1,-1
COc1ccc(CN(C(=O)c2oc3ccccc3c2C)C2CCS(=O)(=O)C2)cc1OC (stereo not drawn),-30
O=C(Cn1c(SCC(=O)N2CCCc3ccccc32)nc2ccccc21)N1CCCC1,5
Cc1ccc(SCCC(=O)N(C)C)cc1,-2
O=C(CSc1nnc(-c2c[nH]c3ccccc23)o1)N(Cc1ccccc1)c1ccc(F)cc1,5
Cc1ccc(NC(=O)CSc2nnc(-c3cnccn3)n2Cc2ccco2)cc1C,-7

New compounds follow
Molecule,Ecoli WT growth
CCCCCc1c(C)nc(NCc2ccccc2)[nH]c1=O,-16
CCN(CC)S(=O)(=O)c1ccc(F)c(C(=O)NCCC(C)C)c1,-4
CCOCC(=O)Nc1nc2ccc(S(C)(=O)=O)cc2s1,7
CC1=C(C(=O)NCc2ccccc2)C(c2ccccc2OCC(N)=O)NC(=O)N1 (stereo not drawn),-8
COc1cc(C(c2sc3nc(C)nn3c2O)N2CC(C)CC(C)C2)cc(OC)c1OC (stereo not drawn),4
CCOC(=O)c1cc(-c2ccccc2)sc1N,7
CNC(=O)c1ccccc1-c1ccccc1,-29
COCc1nc2ccccc2n1CCCOc1ccccc1,3
COc1cc2c(cc1OC)CN(C(=O)CSc1nnc(C)s1)CC2,-14
COC(=O)c1c(C(=O)OC)c(C)n(Cc2cccnc2)c1C,-18
Cc1nn(Cc2ccccc2)c2c1C(c1ccncc1)C(C#N)=C(N)O2 (stereo not drawn),10
O=C(CS(=O)(=O)Cc1ccccc1)Nc1cccnc1,6
CCOc1ccccc1Nc1ncnc2ccccc12,-5
COc1cnn(-c2ccccc2)c(=O)c1N(C)C,2
Cc1ccccc1OCc1nnc(SCC(=O)NCc2ccccc2)n1C,-3
COc1ccc(CCNc2oc(-c3ccco3)nc2C#N)cc1,-8
COc1ccccc1CCNC(=O)c1ccoc1C,-20
CC1=C(C(=O)Nc2ccc(F)cc2)C(c2ccc(C)o2)C2=C(CC(C)(C)CC2=O)N1 (stereo not drawn),-20
CC(=O)N1CCN(c2ccc(N=Cc3c(O)n(Cc4ccccc4)c(=O)[nH]c3=O)cc2)CC1,0
O=C1Cc2ccccc2N1c1ccccc1,5
CCOC(=O)C1=C(C)NC(C)=C(C(=O)OC)C1c1cccc(Cl)c1Cl (stereo not drawn),3
CCOC(=O)C1CCN(Cc2ccc(F)c(Br)c2)CC1,3
Cc1cc(C)n2nc(S(=O)(=O)N(C)c3ccccc3)nc2n1,-4
O=C(c1ccc(Cl)s1)N1CCN(c2nc3ccccc3s2)CC1,3
Nc1nnnn1NCc1cccc(OCc2ccccc2)c1,-6
CNS(=O)(=O)c1cc(OCC(N)=O)c(C)cc1Cl,-14
COc1cccc(NC(=O)C2CCCN(S(=O)(=O)c3cccc4cccnc34)C2)c1 (stereo not drawn),-2
Cc1ccc(NC(=O)NCCc2ccc(S(N)(=O)=O)cc2)cc1,-20
CC(C)Cn1c(N)c(C(=O)NCc2cccs2)c2nc3ccccc3nc21,2
Cc1cc(NS(=O)(=O)c2ccc(OCCNS(C)(=O)=O)cc2)no1,-22
COc1ccc(N2CCN(S(=O)(=O)c3cccs3)CC2)cc1,-7
CCNCc1cc2cc(C)ccc2[nH]c1=O,-4
Cc1nn(-c2ccc(F)cc2)c2sc(C(=O)N3CCCCCC3)cc12,-2
CCOC(=O)c1sc(Nc2nc3c(OC)cccc3s2)nc1C,-2
O=C1CC(c2ccc(F)c(Br)c2)C2=C(CCCC2=O)N1 (stereo not drawn),0
Cc1ccc(C(O)c2nc3ccccc3n2C(C)C)cc1 (stereo not drawn),-7
CS(=O)(=O)N(CCc1ccccc1)CC(=O)N1CCN(Cc2ccc3c(c2)OCO3)CC1,-22
O=C(CNC(=O)c1cc2ccccc2o1)NCc1cccs1,8
Cc1cc(/C=c2/sc3nc4ccccc4n3c2=O)c(C)n1-c1ccccn1,9
Cc1cc(/C=C(/C#N)c2cccc(F)c2)c(C)n1-c1cccnc1,-14
O=C(CSc1n[nH]c(-c2ccncc2)n1)Nc1ccccn1,-24
Cn1c(CN2CCOCC2)nc2cc(NC(=O)c3ccc(F)cc3)ccc21,-18
Cc1ccc(-c2cn(S(=O)(=O)c3cccc4nsnc34)nc2N)cc1,-7
